Compound activity from PubChem BioAssay.
IDE inh – inhibits human insulin-degrading enzyme in HEK cells. 0.41% of 320,000 active. inhibition, % at 5.59 µM. FAbetaB cleavage, fluorescence polarization. AID 434962;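 active means percent inhibition above the average of all tested compounds plus 3 SD, set per screening campaign, cut at about 16% in these data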;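 further: IDE supplied by intact live HEK cells; FP after avidin binding of uncleaved biotin substrate so inhibition keeps polarization high; 0% = DMSO wells and 100% = 60 µM reference IDE inhibitor Ii1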
CHRM5 agonist – CHRM5 agonism in calcium assay. CHO-K1 hM5 cells, Fluo-8 calcium fluorescence; 0% DMSO wells, 100% maximal acetylcholine response. activation, % at 3 µM. 0.19% of 360,000 active. P08912;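 active means activation above the run's mean over test compounds plus 3 SD, cut at about 23% in these data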;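 further: signal is peak over basal fluorescence ratio across the kinetic read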
Target sequence (P08912 whole entry, looked up): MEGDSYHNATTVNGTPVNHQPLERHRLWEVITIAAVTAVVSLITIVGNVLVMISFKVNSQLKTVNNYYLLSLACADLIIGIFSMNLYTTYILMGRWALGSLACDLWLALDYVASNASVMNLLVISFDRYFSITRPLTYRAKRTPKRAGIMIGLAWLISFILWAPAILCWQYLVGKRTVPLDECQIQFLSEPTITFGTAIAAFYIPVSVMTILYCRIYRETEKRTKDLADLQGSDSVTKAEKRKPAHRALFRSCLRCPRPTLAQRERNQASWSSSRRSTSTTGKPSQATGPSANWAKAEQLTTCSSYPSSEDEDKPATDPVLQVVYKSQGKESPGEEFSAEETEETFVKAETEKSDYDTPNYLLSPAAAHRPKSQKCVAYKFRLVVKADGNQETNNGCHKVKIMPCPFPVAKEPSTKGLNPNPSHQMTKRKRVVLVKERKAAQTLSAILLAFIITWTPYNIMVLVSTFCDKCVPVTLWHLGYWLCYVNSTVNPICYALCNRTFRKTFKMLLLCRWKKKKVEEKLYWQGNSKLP
CHRM4 agonist – CHRM4 agonism in calcium assay | P08173 | CHO-K1 hM4/Gqi5, Fluo-8 calcium fluorescence; vehicle 0%, full acetylcholine response 100% | activation, % at 3 µM | 0.14% of 360,000 active;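 active means activation above the run mean over all test wells plus 3 SD, cut at about 32% in these data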;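 further: peak over basal fluorescence ratio per well then scaled between controls; 0% = DMSO wells and 100% = acetylcholine at EC100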
Target sequence (P08173 whole entry, looked up): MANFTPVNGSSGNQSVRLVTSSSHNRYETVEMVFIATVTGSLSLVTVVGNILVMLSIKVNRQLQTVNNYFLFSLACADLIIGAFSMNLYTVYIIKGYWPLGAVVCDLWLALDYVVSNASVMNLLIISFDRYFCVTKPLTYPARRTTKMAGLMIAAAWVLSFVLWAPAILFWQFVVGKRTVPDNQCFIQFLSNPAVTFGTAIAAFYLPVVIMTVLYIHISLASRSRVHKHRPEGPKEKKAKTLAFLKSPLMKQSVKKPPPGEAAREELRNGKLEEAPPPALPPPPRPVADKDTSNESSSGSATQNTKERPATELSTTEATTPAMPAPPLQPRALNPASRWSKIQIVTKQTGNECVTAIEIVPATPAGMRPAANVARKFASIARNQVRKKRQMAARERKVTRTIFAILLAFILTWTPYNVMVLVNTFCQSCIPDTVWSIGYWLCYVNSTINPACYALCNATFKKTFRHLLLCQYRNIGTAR
CHRM4 antagonist – blocks acetylcholine activation of human M4 receptor | inhibition, % at 3 µM | CHO-hM4 cells, ACh EC80, Fluo-8 calcium fluorescence | 0.73% of 360,000 active | AID 624125;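 active means inhibition above its plate's cutoff, the mean inhibition of sample wells plus 3 SD, cut at about 27% in these data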;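 further: 0% = acetylcholine EC80 with DMSO and 100% = DMSO without agonist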
CHRM4 PAM – potentiates acetylcholine response at human M4 receptor | P08173 | CHO-K1 hM4/Gqi5, Fluo-8 calcium fluorescence, ACh EC20; 0% = ACh EC20, 100% = maximal ACh | activation, % at 3 µM | 0.4% of 360,000 active;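 active means activation above its plate's cutoff, the mean activation of sample wells plus 3 SD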; further: some results filed as inactive read as strong as hits
CRFR2-BP ag – CRF-BP/CRF-R2 complex agonism | HEK293 CRF-R2/CRF-BP, calcium dye fluorescence (FLIPR); percent of saturating CRF peptide response | activation, % at 13.2 µM | 0.46% of 350,000 active | AID 588473;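 active means activation of at least 50%, plus an integration ratio under a set limit after plate pattern correction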;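 further: plate controls were neutral control wells without compound for no effect and CRF at EC100 for full effect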
CHRM5 antagonist – blocks acetylcholine activation of human M5 receptor. CHO-hM5 cells, Fluo-8 calcium fluorescence, ACh EC80. inhibition, % at 3 µM. 0.59% of 360,000 active. AID 624040;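 active means inhibition above a per-plate cutoff, the mean of that plate's test compounds plus 3 SD, cut at about 27% in these data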;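 further: 0% = acetylcholine EC80 with DMSO and 100% = DMSO without agonist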
M5 PAM – potentiates acetylcholine response at human M5 receptor | P08912 | CHO-K1 hM5, Fluo-8 calcium, ACh EC20 PAM; 0% = ACh EC20, 100% = ACh EC100 | activation, % at 3 µM | 0.3% of 360,000 active;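 active means activation above the run cutoff, the mean activation of all test compounds plus 3 SD, cut at about 18% in these data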
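System: CHO-K1 cell line with stable human muscarinic M5 receptor expression | Also added: EC20 acetylcholine as agonist stimulus | Compound: One concentration, 3 µM final (nominal) | Timing: Fluo-8 loading 80 min at 37 °C plus 30 min room temperature | Measured by: Fluo-8 calcium dye fluorescence, kinetic read | Read-out basis: % activation, ACh-normalized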
CRFR2-BP antag – blocks CRF-induced signaling of the CRF-BP/CRF-R2 complex; HEK293 CRF-R2/CRF-BP, CRF-induced calcium fluorescence; inhibition, % at 11.8 µM; 0.59% of 350,000 active;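 active means inhibition of the ligand-induced calcium signal above about 50% at the single tested concentration, limit read from the data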
* hit, by the source's call; . = no result given.

SMILES	IDE inh	CHRM5 agonist	CHRM4 agonist	CHRM4 antagonist	CHRM4 PAM	CRFR2-BP ag	CHRM5 antagonist	M5 PAM	CRFR2-BP antag
CCOC(=O)c1[nH]c(C)c(/C=N/O)c1C	8.8	-2.0	0.0	-8.3	4.3	2.4	-2.5	-1.7	5.8
O=C(Nc1ccccc1)N(CCCN1CCOCC1)Cc1cc2cc3c(cc2[nH]c1=O)OCCO3	3.2	-3.1	0.4	-10.9	9.4	-1.5	-5.6	2.3	-2.9
CN(C)C(=O)CCc1ccc2c3c([nH]c2c1)[C@]1(C)[C@@H](C(=O)N2CCCCC2)C[C@H](CC(=O)NCCN2CCOCC2)C(=O)N1CC3	.	0.2	0.1	0.9	-1.6	1.8	-2.9	0.6	-13.5
O=C(/C=C/c1ccc(Cl)cc1)N1CCN(c2c(Cl)cccc2[N+](=O)[O-])CC1	2.2	-3.8	-1.9	2.0	-12.6	-0.4	13.2	-14.0	1.5
O=c1ccc(-c2nc3ccccc3n2C(CCc2ccccc2)c2nc3ccccc3[nH]2)c[nH]1 (stereo not given)	.	-0.4	0.9	-3.8	9.6	.	-1.8	2.0	.
CC/C(=N\NC(=O)CNC(=O)/C=C/c1ccco1)c1ccccc1	1.8	-3.2	-1.2	9.3	-3.5	-2.2	-1.4	3.6	18.0
COc1ccc(C(=O)NCc2nnc(SCC(=O)NO)n2Cc2ccccc2)cc1	-1.0	-1.8	0.4	-6.9	4.2	-0.2	-5.9	16.5	-8.0
Cc1ccc(CC2(C)C(=O)Nc3c(Cl)cccc32)cc1 (stereo not given)	.	-2.5	-1.6	-2.6	-0.1	.	7.0	-7.5	.
O=C(Nc1ccc(Cl)cc1)c1ccc2c(c1)OCO2	0.5	-3.9	2.0	-1.4	-1.6	-0.7	-1.8	-1.9	-4.1
O=C(COC(=O)c1ccccc1Br)Nc1cccnc1Cl	2.0	1.1	2.7	-6.7	4.2	-1.3	6.8	-14.8	1.8
Cc1cccc(N2CCN(C(=O)CC(NC(=O)c3ccccc3)c3ccccc3)CC2C)c1 (stereo not given)	1.0	0.5	2.4	2.8	-6.5	1.2	2.5	-2.4	-26.6
CC(OC(=O)CNC(=O)c1ccc(F)cc1)C(=O)Nc1ccc(S(=O)(=O)N2CCOCC2)cc1 (stereo not given)	0.5	1.9	2.6	-1.0	0.6	-1.5	-1.7	-1.5	-2.9
CCCCNC(=O)C1COc2ccccc2O1 (stereo not given)	-1.9	0.8	1.1	-4.7	11.6	0.8	-4.4	2.8	-15.4
Cc1ccc(S(=O)(=O)N2[C@@H](CO)CO[C@H]2CC(=O)c2ccc(F)cc2)cc1	.	2.0	5.7	6.2	2.3	.	8.3	-5.0	.
CCc1noc(C)c1C(=O)Nc1cc(C(F)(F)F)ccc1-n1cncn1	1.4	0.2	-0.2	-6.1	-3.5	2.8	-2.0	0.9	-13.2
C/C(=N\NC(=O)CNC(=O)c1cccs1)c1ccc(Cl)c(Cl)c1	0.3	-3.0	0.1	-1.6	0.9	-0.6	-6.5	4.5	-9.0
Cc1noc2ncnc(Oc3cc(Cl)ccc3Cl)c12	-4.7	-3.7	0.2	-13.7	-3.6	-0.9	5.3	-10.2	6.8
CC1(C)CC(=O)C(C=NCCCO)=C(O)C1	0.4	0.8	-0.1	2.6	-0.4	3.1	6.6	-0.7	5.0
O=C(c1cc(Br)ccc1Cl)N1CCN(c2ncccn2)CC1	-0.6	-4.1	2.1	6.8	-1.4	-0.4	17.2	-6.7	1.9
O=C(NC1CC(=O)N(c2ccccc2)C1)N1CCN(C(=O)c2ccco2)CC1 (stereo not given)	9.5	2.0	0.7	-6.6	-1.9	-0.4	-1.7	-0.6	7.2
O=C(COC(=O)Cc1cccc2ccccc12)Nc1ccccc1-c1ccccc1	0.8	-2.1	-0.3	-0.2	-5.9	10.3	7.9	-7.5	29.7
COc1cc(NC(=O)C2C3CCC(O3)C2C(=O)O)cc(OC)c1 (stereo not given)	1.6	-5.8	0.2	-10.0	-5.2	1.0	5.0	-0.1	3.8
C[C@]12CC[C@@H]3c4ccc(O[C@@H]5O[C@H](C(=O)O)[C@@H](O)[C@H](O)[C@H]5O)cc4CC[C@H]3[C@@H]1C[C@@H](O)[C@@H]2O	-2.8	0.9	0.1	8.5	-4.7	0.9	-1.8	0.6	11.8
C=CCNS(=O)(=O)c1cccc2cc(C(=O)O)c(O)cc12	4.3	-0.5	0.5	15.0	-7.9	5.5	3.4	-6.2	6.8
CCCN(C(=O)CSc1ncccn1)C1CCS(=O)(=O)C1 (stereo not given)	5.2	2.6	0.7	14.6	-3.0	-0.4	5.8	-10.2	-5.2
CN1CCN(C(=O)/C(C#N)=C/c2ccc(OC(F)F)cc2)CC1	.	-3.2	-0.3	-6.7	-1.1	3.4	9.6	-6.2	-15.7
CSc1ccc(CN2CCCC(CO)(Cc3ccccc3)C2)cc1 (stereo not given)	-0.5	-7.3	1.6	-1.4	-15.1	0.8	7.3	-8.7	-16.5
O=C(/C=C/[C@H]1O[C@@H](n2ccc(=O)[nH]c2=O)[C@H](O)[C@@H]1O)NCCN1CCOCC1	.	0.0	0.4	10.1	-5.9	.	9.9	0.4	.
Cc1cccc(C)c1NC(=O)COC(=O)[C@@H]1CCCN1C(=O)c1cccs1	-3.2	-5.6	1.7	-0.8	-3.1	8.4	11.1	-6.8	-11.3
c1ccc(-c2noc(CC3CCCCC3)n2)nc1	1.1	-1.2	1.2	0.9	-0.7	0.2	8.7	-4.2	-7.6
CCC(C(=O)NC(C)(C)C)n1c(C(c2ccccc2)c2ccccc2)nc2ccccc21 (stereo not given)	.	-4.4	0.3	-3.4	9.7	.	1.4	4.1	.
O=C(Nc1ccc(Cl)cc1)C1C2C=CC3(O2)C1C(=O)N(CCCN1CCCCC1)C3C(=O)NC1CCCCC1 (stereo not given)	-1.6	-1.8	-0.1	5.8	-1.5	-0.9	8.0	2.3	-3.6
CCOc1ccc(C(=O)N2CCc3ccccc32)cc1OCC	-6.1	-1.7	-0.5	12.5	-2.6	-2.1	9.4	2.1	8.8
CCC(Sc1nc2cc(OC)c(OC)cc2c(=O)n1Cc1ccc(OC)cc1)C(=O)NCCOC (stereo not given)	-1.7	1.9	0.9	7.1	4.6	-2.0	9.3	-1.3	8.8
Cc1ccc(C(=O)C[n+]2cccc(C(N)=O)c2)cc1	-1.9	2.3	1.3	3.0	-2.1	-1.6	1.6	3.2	-1.6
O=C(Cc1cccs1)N[C@@H]1c2ccccc2CC[C@H]1OCc1ccccc1	.	-2.8	3.4	-9.2	-0.1	-9.9	0.4	-3.9	9.7
CN(CC(=O)Nc1ccc(Cl)c(C(F)(F)F)c1)C(=O)CCc1nc2ccccc2c(=O)[nH]1	-5.1	3.8	0.5	-3.2	4.0	2.0	2.7	-1.2	-2.2
CCOC(=O)[C@]12CCC=C1N(Cc1cccc3ccccc13)C(=O)[C@H](CC(=O)NCCC(C)C)C2	.	-4.5	0.6	5.8	-4.3	.	2.7	-9.4	.
O=[N+]([O-])c1ccc(COn2nnc3ccccc32)cc1	2.4	-20.2	-0.5	23.0	-21.1	-6.8	6.7	-2.2	19.1
Cc1ccccc1OCC(=O)Nc1ccc(S(=O)(=O)Nc2onc(C)c2C)cc1	-5.2	1.8	0.2	-21.4	-0.3	-2.0	-13.8	22.0*	4.9
CCN1C(=O)C(CC(=O)Nc2ccccc2)S/C1=N\c1ccccn1 (stereo not given)	4.2	1.1	1.4	0.2	4.0	-0.7	5.6	-1.2	4.0
CC(C)(C)c1ccc(S(=O)(=O)CC(O)CSc2nc3c(cc2C#N)CCCC3)cc1 (stereo not given)	1.6	-4.0	0.7	1.9	6.9	0.2	-4.2	3.7	5.5
CC(=O)c1cc(-c2ccccc2)n(CC(=O)NC(C)(C)C)c1C	0.5	3.2	-0.2	1.8	4.2	-0.8	9.8	-3.1	3.3
Cc1c(NC(=O)NCCN2C(=O)C3C4C=CC(C4)C3C2=O)c(=O)n(-c2ccccc2)n1C (stereo not given)	1.9	2.2	-0.1	-0.9	-1.1	0.7	0.8	-4.2	43.5
COC(=O)CSc1ccc(S(=O)(=O)N2CCCCCC2)cc1[N+](=O)[O-]	4.8	1.2	0.6	4.0	-7.3	-2.2	7.1	-5.1	19.1

Single entries from the entries so far:
CRFR2-BP ag, O=C(Nc1ccc(Cl)cc1)C1C2C=CC3(O2)C1C(=O)N(CCCN1CCCCC1)C3C(=O)NC1CCCCC1 (stereo not given) reads -0.9
CHRM4 PAM, CN(CC(=O)Nc1ccc(Cl)c(C(F)(F)F)c1)C(=O)CCc1nc2ccccc2c(=O)[nH]1 reads 4.0
CHRM4 agonist, O=[N+]([O-])c1ccc(COn2nnc3ccccc32)cc1 reads -0.5

Carrying on.
SMILES	IDE inh	CHRM5 agonist	CHRM4 agonist	CHRM4 antagonist	CHRM4 PAM	CRFR2-BP ag	CHRM5 antagonist	M5 PAM	CRFR2-BP antag
CCOC(=O)c1nc2cc3n(c(CC(C)C)c-2c1C)CC(C)=C3C	2.5	-4.1	1.1	19.5	4.7	30.9	-7.8	3.7	33.2
CCc1ccc(CN2CCCC(CCC(=O)N3CCN(c4ccccn4)CC3)C2)o1 (stereo not given)	6.2	-17.7	2.1	7.1	-19.8	0.1	-6.4	2.5	35.5
O=C(NC(=S)Nc1ccc(NC(=O)c2cccs2)cc1)c1cc2ccccc2o1	-0.5	2.3	2.4	-10.7	14.9	2.2	-1.4	4.6	18.3
CC1(C)CC2CC(C)(CN2S(=O)(=O)c2cccc(C(=O)OCC(N)=O)c2)C1 (stereo not given)	7.0	0.4	4.0	-11.3	12.9	1.6	1.4	-5.2	4.3
COCCC(=O)NC12CC3CC(CC(C3)C1)C2	1.9	0.0	0.7	1.7	-0.5	7.3	-15.7	1.7	-30.9
CC1(C)NC(=O)N(CN2C(=O)NC(C)(C)C2=O)C1=O	-0.5	-2.5	0.0	1.4	-4.0	-0.2	-9.7	4.4	16.0
COc1ccccc1NC(=O)C(C/C=C(/C)Cl)C(C)=O (stereo not given)	-3.1	-3.0	-0.2	-5.3	0.4	-0.8	-13.1	10.5	-0.4

Profiles from above.
O=C(Nc1ccc(Cl)cc1)C1C2C=CC3(O2)C1C(=O)N(CCCN1CCCCC1)C3C(=O)NC1CCCCC1 (stereo not given) across the screens: IDE inh: -1.6; CHRM5 agonist: -1.8; CHRM4 agonist: -0.1; CHRM4 antagonist: 5.8; CHRM4 PAM: -1.5; CRFR2-BP ag: -0.9; CHRM5 antagonist: 8.0; M5 PAM: 2.3; CRFR2-BP antag: -3.6
Cc1cccc(C)c1NC(=O)COC(=O)[C@@H]1CCCN1C(=O)c1cccs1 across the screens: IDE inh: -3.2; CHRM5 agonist: -5.6; CHRM4 agonist: 1.7; CHRM4 antagonist: -0.8; CHRM4 PAM: -3.1; CRFR2-BP ag: 8.4; CHRM5 antagonist: 11.1; M5 PAM: -6.8; CRFR2-BP antag: -11.3

Another view of two compounds above.
CCOC(=O)c1nc2cc3n(c(CC(C)C)c-2c1C)CC(C)=C3C
  IDE inh: 2.5 | CHRM5 agonist: -4.1 | CHRM4 agonist: 1.1 | CHRM4 antagonist: 19.5 | CHRM4 PAM: 4.7 | CRFR2-BP ag: 30.9 | CHRM5 antagonist: -7.8 | M5 PAM: 3.7 | CRFR2-BP antag: 33.2

CCc1ccc(CN2CCCC(CCC(=O)N3CCN(c4ccccn4)CC3)C2)o1 (stereo not given)
  IDE inh: 6.2 | CHRM5 agonist: -17.7 | CHRM4 agonist: 2.1 | CHRM4 antagonist: 7.1 | CHRM4 PAM: -19.8 | CRFR2-BP ag: 0.1 | CHRM5 antagonist: -6.4 | M5 PAM: 2.5 | CRFR2-BP antag: 35.5
